Source: PubChem BioAssay
Tb MetRS inh: Trypanosoma brucei MetRS inhibition. inhibition, % at 11.9 µM. purified T. brucei MetRS, ATP depletion, Kinase-Glo luminescence. hit rate 0.4% among 360,000. AID 624268;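 active = inhibition above a per-plate cutoff of the control wells' mean inhibition plus 3 SD, cut at about 5.5% in these data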;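 also: 0% = DMSO wells median and 100% = median of wells with control inhibitor compound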
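Dosing: 11.9 µM compound single dose, 0.9% DMSO; Assay system: purified T. brucei MetRS enzyme; Measured by: Kinase-Glo luciferase luminescence reporting remaining unconsumed ATP; Schedule: 15 min plus 2 h at 25 °C.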
PABP1 MLLE inh: inhibitors of microRNA-mediated deadenylation, human PABP1 MLLE binding; GST-MLLE / FITC-PAM2 fluorescence polarization; inhibition, % at 20 µM; hit rate 0.36% among 360,000; AID 588489; in the data active = inhibition above about 35%, passing the limit was not always enough;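 also: plate controls were DMSO wells with GST-MLLE for no effect and wells lacking GST-MLLE protein for full effect; some results filed as inactive read as strong as hits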
Rpn11 block: inhibitors of human proteasome Rpn11; human 26S proteasome, Ub4-pepOG fluorescence polarization; 20S core pre-blocked with epoxomicin; calls only at 20 µM; hit rate 0.59% among 360,000; AID 588493;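 active = inhibition at 20 µM, scaled to each plate's controls, above about 33%, limit read from the data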
CSN deneddyl inh: inhibitors of human CSN-mediated cullin deneddylation | Purified CSN, SCF-Nedd8-OG deneddylation, fluorescence polarization | inhibition, % at 12.5 µM | AID 651999 | Q92905 | hit rate 0.38% among 360,000;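 active = pattern-corrected inhibition above about 35%, with an unprinted fluorescence ratio check between 0.5 and 1.5, limit read from the data, passing the limit was not always enough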;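 also: 0% = enzyme with substrate and 100% = substrate without enzyme; some results filed as inactive read as strong as hits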
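Material: human Csn5 produced in HEK293T cells; Input: enzyme 0.24 nM; Reagent: SCFSkp2-Nedd8OG substrate at 10 nM final; Dosing: 12.5 µM compound; Incubation: 90 min reaction at room temperature; Detection: fluorescence polarization of the substrate; Evaluation: % inhibition of substrate cleavage by Csn5; Control set: substrate-only high control, full reaction low control.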
STEP block: inhibitors of human striatal-enriched phosphatase STEP. P54829. recombinant STEP, OMFP fluorogenic substrate, fluorescence. inhibition, % at 20 µM. hit rate 0.25% among 360,000;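 active = inhibition at 20 µM, scaled per plate between control wells, above about 37%, limit read from the data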;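 also: 0% = DMSO with enzyme and substrate and 100% = substrate only without enzyme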
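Test system: STEP tyrosine phosphatase / Reagent: OMFP at 25 µM / Doses: 20 µM, 1% DMSO / Read-out: percent inhibition scaled to no-enzyme and uninhibited-enzyme controls, plate-pattern corrected / Detection: FITC-channel fluorescence of OMFP product / Medium: Bis-Tris buffer pH 6.0, 2.5 mM DTT, 0.005% Tween 20 / Schedule: 20 min at room temperature, dark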
NadD block: blocks S. aureus nicotinate mononucleotide adenylyltransferase; inhibition, % at 20 µM; purified NadD enzyme, colorimetric absorbance read-out; hit rate 0.78% among 360,000; in the data active = inhibition above about 26%; also: some compounds past the cut are filed as inactive
DNMT1 inh: DNMT1 (human) enzyme inhibition; hit rate 0.83% among 360,000; DNMT1 molecular beacon, Hinp1I cleavage, fluorescence; inhibition (reported as % activation of signal), % at 10 µM; P26358; in the data active = inhibition above about 50%
Target sequence (P26358 504-1616 limits assumed): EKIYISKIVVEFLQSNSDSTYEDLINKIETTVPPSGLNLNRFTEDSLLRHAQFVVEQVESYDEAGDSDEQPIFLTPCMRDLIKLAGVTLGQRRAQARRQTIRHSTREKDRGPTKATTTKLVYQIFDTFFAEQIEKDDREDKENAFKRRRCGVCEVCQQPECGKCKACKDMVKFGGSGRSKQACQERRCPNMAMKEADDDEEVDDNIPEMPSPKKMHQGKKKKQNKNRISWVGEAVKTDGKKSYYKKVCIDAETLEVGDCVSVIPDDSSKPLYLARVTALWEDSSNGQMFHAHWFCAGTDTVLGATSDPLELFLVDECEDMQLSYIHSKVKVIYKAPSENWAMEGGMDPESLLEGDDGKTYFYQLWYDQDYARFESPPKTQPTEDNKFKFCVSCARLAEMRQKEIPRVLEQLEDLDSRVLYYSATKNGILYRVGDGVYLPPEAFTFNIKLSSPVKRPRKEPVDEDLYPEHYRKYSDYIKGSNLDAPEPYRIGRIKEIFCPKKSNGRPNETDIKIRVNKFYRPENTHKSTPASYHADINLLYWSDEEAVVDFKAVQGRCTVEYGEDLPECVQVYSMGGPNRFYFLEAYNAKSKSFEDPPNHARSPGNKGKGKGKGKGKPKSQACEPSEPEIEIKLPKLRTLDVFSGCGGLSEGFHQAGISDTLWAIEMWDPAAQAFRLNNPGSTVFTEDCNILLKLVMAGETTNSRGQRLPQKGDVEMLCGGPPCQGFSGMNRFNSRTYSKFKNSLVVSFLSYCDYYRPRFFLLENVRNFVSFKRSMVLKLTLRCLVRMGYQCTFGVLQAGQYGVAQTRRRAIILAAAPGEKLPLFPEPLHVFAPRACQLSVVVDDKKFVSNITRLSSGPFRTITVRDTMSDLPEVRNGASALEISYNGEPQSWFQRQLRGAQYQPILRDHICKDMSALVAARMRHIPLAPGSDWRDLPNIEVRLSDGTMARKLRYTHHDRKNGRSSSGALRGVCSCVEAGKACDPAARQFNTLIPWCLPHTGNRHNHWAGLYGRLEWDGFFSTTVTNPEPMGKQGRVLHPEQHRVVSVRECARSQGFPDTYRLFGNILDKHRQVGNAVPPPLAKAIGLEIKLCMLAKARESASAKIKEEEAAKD
LMPTP block: LMPTP (human) inhibition; P24666; recombinant LMPTP-A, OMFP fluorogenic substrate, fluorescence intensity; inhibition, % at 20 µM; hit rate 0.22% among 360,000; AID 651560;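 active = compounds that cut the enzyme signal by at least half of the control window in the single-dose screen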;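 also: plate controls were DMSO wells with enzyme plus substrate for no effect and substrate without enzyme for full effect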
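Material: LMPTP-A; amount: 0.625 nM enzyme; doses: single 20 µM dose; times: reaction 50 min, room temperature, dark; technique: fluorescence intensity of OMFP turnover product; benchmarks: no-enzyme and uninhibited controls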
Scp1 inh: inhibitors of human Scp-1 phosphatase. Q9GZU7. Recombinant Scp1, phosphopeptide, malachite green phosphate absorbance. inhibition, % at 20 µM. hit rate 0.88% among 340,000;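 active = inhibition above about 50% at 20 µM, limit read from the data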;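 also: plate controls were DMSO wells with enzyme for no effect and wells lacking enzyme for full effect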
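Times: enzyme reaction 45 min at room temperature, colour 5 min, stabilisation 30 min. Material: SCP-1 catalytic fragment, aa 76-261. Medium: Acidic Tris acetate buffer with magnesium and detergent. Signal: colorimetric free-phosphate detection, absorbance 630 nm. Read-out basis: % inhibition of SCP-1 phosphate liberation. Reagent: Phosphorylated 17-residue peptide substrate.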
SUMO1-SIM PPI: modulators of human SUMO1-mediated protein-protein interactions. inhibition, % at 20 µM. SUMO1 binding to a labelled peptide, TR-FRET, 1 h. AID 602429. hit rate 0.33% among 360,000; in the data active = inhibition above about 37%
Starred values were filed as active, the others as inactive; i = inactive; · = not tested or not shown; + = active, no number; & = joins results of further samples.

SMILES | Tb MetRS inh | PABP1 MLLE inh | Rpn11 block | CSN deneddyl inh | STEP block | NadD block | DNMT1 inh | LMPTP block | Scp1 inh | SUMO1-SIM PPI
CN1C(=O)c2cccc(NCCCCCCN3C(=O)c4ccccc4C3=O)c2C1=O | -0.5 | 1.4 | i | -0.2 | -1.6 | -1.0 | -4.8 | 1.2 | -10.4 | -3.3
COc1ccc(C(CNC(=O)COc2ccccc2OC)N(C)C)cc1OC (stereo not drawn) | -1.1 | 1.4 | i | -1.3 | 1.3 | -6.2 | 8.8 | -5.2 | -4.7 | -0.6
CCN(CC)S(=O)(=O)c1ccc2[nH]c(=O)cc(C(=O)Nc3ccc(C)c(S(=O)(=O)N(CC)CC)c3)c2c1 | -0.3 | 3.9 | i | -8.4 | -3.6 | 8.6 | -11.2 | 1.5 | -6.3 | 0.2
O=C(O)c1ccc(-c2ccco2)n1Cc1ccccc1 | 0.1 | -9.0 | i | 10.5 | 2.6 | -1.7 | 7.1 | 0.6 | -3.3 | 10.8
O=C(CO)c1c[nH]c2ccccc12 | 0.0 | 0.3 | i | -0.9 | 0.3 | 6.3 | -6.2 | 0.4 | · | -2.8
O=S(=O)(NCC1CC1)c1ccc(F)c(Cl)c1 | -0.5 | -7.3 | i | 4.0 | -3.2 | -8.9 | -0.6 | -2.2 | -15.9 | -1.9
Nc1ccc(C(=O)O)c(O)c1 | 0.2&-0.8&-1.2 | -7.7&3.7&13.1 | i | -1.2&-4.5&-4.6 | -1.0&-3.7&-0.7 | -0.4&-2.9&-4.6 | -0.7&2.4&4.3 | -0.4&-1.6&-2.0 | 24.1&8.9&16.5 | -0.5&5.5&3.0
CCCCCCCCNC1=CC(=O)CC(C)(C)C1 | -0.9 | 2.0 | i | -1.8 | 3.6 | -1.3 | -0.4 | -1.0 | -3.6 | 5.2
O=C(CC1CCCC1)NCCS(=O)(=O)N1CCN(c2ccc(F)cc2)CC1 | -0.4 | -2.4 | i | 2.2 | -0.8 | -3.6 | 1.9 | -1.2 | 3.9 | -2.5
Cc1ccc(OCc2nnc(SCC(=O)CC(=O)Nc3ccccc3)o2)cc1 | 0.5 | -121.8 | i | 0.9 | 0.4 | -0.4 | -5.5 | -0.8 | -16.0 | 4.6
Nc1c(C=C2C=CC(=O)C=C2)c(=O)nc2sc(CC(=O)N3CCCC3)nn12 | 0.3 | -7.2 | i | 3.2 | -1.4 | 0.0 | 2.7 | -0.7 | -6.3 | -10.0
Cc1c(/C=N/n2cnnc2)c2ccccc2n1C | -1.7 | -8.2 | i | -3.1 | -2.0 | -4.0 | 2.1 | -1.3 | 0.9 | 0.8
C=CCNC(=S)N1CCN(c2ccc([N+](=O)[O-])cc2)CC1 | 0.5 | -164.4 | i | -1.3 | 5.3 | -4.6 | 2.0 | 0.1 | -4.4 | -19.4
COc1ccc(CN2C(=O)CSC2c2ccccn2)cc1 (stereo not drawn) | 0.7 | 0.7 | i | -0.5 | 9.7 | -1.0 | -1.1 | -1.0 | -3.8 | 4.1
COc1ccc(CCNC(=O)C2=COCCO2)cc1 | -0.2 | 12.5 | i | 0.6 | 1.1 | -7.9 | -0.6 | -1.7 | -3.0 | -2.7
COc1ccc([N+](=O)[O-])cc1N/C(=N/S(=O)(=O)c1ccccc1)c1ccccc1 | -1.4 | 0.1 | i | 2.0 | -2.8 | -1.2 | 1.0 | 0.1 | -1.1 | -18.4
Cc1ccc2c(c1)c1c3n2CCN(C=O)C3CCC1 (stereo not drawn) | -0.5 | -2.8 | i | -1.9 | 5.7 | -1.1 | -13.8 | 5.4 | -6.2 | 1.5
COc1ccccc1NC(=O)Nc1nc(CC(=O)Nc2cc(F)ccc2F)cs1 | -0.5 | -53.5 | + | 7.3 | -1.5 | 22.4 | -13.8 | 3.4 | 1.6 | 13.5
O=C(Nc1ccc(N2CCOCC2)cc1)C1CCN(C(=O)OCc2ccccc2)CC1 | 0.0 | -1.3 | i | 0.0 | -1.8 | -5.1 | 1.8 | -0.5 | -3.8 | 1.6
CCCCn1c(N)c(N(CCOC)C(=O)c2cc(=O)[nH]c3ccccc23)c(=O)[nH]c1=O | 0.5 | -4.1 | i | 3.9 | -3.9 | 1.3 | -3.2 | -2.6 | -4.6 | -0.4
COc1cccc2c3c(c(=O)[nH]c12)CCC(C)(C)O3 | -0.5 | 7.1 | i | -4.3 | -3.4 | -2.9 | -1.5 | -2.2 | -15.4 | -1.6
O=S(=O)(NCCC1CC1(Cl)Cl)c1ccc(Cl)cc1 (stereo not drawn) | 0.6 | -5.8 | i | 0.3 | -2.2 | -2.5 | 0.0 | 0.8 | -14.1 | 6.6
COc1ccc(N(CC(=O)Nc2nc3ccc(C)cc3s2)S(=O)(=O)c2c(C)nn(C)c2C)cc1 | 0.1 | -3.8 | i | -7.1 | -2.7 | -5.2 | -18.8 | 2.1 | -11.9 | -0.1
CCOc1ccc(N2C(=O)C3ON(c4ccccc4)C(c4cccs4)C3C2=O)cc1 (stereo not drawn) | 0.3 | -3.8 | i | -2.6 | -0.9 | -6.2 | -0.4 | 2.6 | -9.0 | 2.4
O=C1Nc2cc(Cl)c(Cl)cc2N(O)N1c1ccc(Cl)cc1 | -0.4 | -6.3 | i | 0.5 | 1.3 | 6.4 | 0.2 | 0.4 | -0.1 | 5.5
COc1ccc(OCCCC(=O)ON=C(N)c2ccccc2Cl)cc1 | -0.1 | 8.4 | i | 2.9 | 1.1 | -4.6 | -0.8 | 1.2 | -2.2 | 3.3
Cc1cccc(NC(=S)NCCc2c[nH]c3ccccc23)c1 | 1.0 | -53.7 | i | -12.6 | -1.8 | -7.8 | -7.5 | -0.3 | -5.7 | -1.7
CCn1c(SCCC(C)C)nnc1-c1c[nH]c2ccccc12 | 0.6 | -15.7 | i | 3.4 | 1.0 | -3.0 | -3.3 | 1.0 | -3.0 | 6.1
O=C(/C=C/c1cnc2ccccc2n1)NC1CCCCCC1 | 0.4 | 0.6 | i | -3.7 | -2.2 | -2.2 | -6.0 | -0.8 | -1.7 | -23.3
Cc1nn(CC(=O)NCCc2ccc(Cl)cc2)c(=O)c2cccn12 | 0.9 | 5.9 | i | 6.2 | 0.1 | -6.5 | 2.1 | -1.1 | -11.0 | 1.2
Cc1cccc(C2c3[nH]c4ccccc4c3CCN2C(=O)CN2CCOC2=O)n1 (stereo not drawn) | -1.0 | -14.2 | i | 0.8 | 0.2 | -6.9 | 0.2 | -0.9 | -2.5 | 2.5
O=C(Cc1ccc(Cl)cc1)c1c[nH]c(C(=O)NCCCn2ccnc2)c1 | 0.4 | 2.1 | i | -3.5 | -2.2 | -5.3 | 3.2 | -3.5 | -7.7 | -3.8
CCOC(=O)N1CCN(c2c(N3CCN(c4ccc(OC)cc4)CC3)c(=O)c2=O)CC1 | -0.5 | -11.7 | i | 0.4 | 1.3 | -2.1 | 1.8 | -0.8 | -12.9 | 0.0
CCOc1ccc(C(=O)CSCCC(=O)O)cc1 | -0.4 | 23.9 | i | 1.9 | -1.0 | -0.5 | -1.3 | 0.4 | -0.8 | 0.9
COc1ccc(C(=O)Nn2cnnc2)cc1 | -0.3 | 4.7 | i | 0.1 | 0.4 | 0.3 | 2.0 | 0.2 | -10.4 | -4.4
Cc1ccccc1NC(=O)NCc1ccccn1 | -0.3 | -1.1 | i | 1.5 | -2.7 | -4.4 | 3.2 | -1.6 | -6.2 | -3.3
CCC1CCCCN1CCCNC(=O)c1ccc(CS(=O)(=O)c2ccccc2OC)o1 (stereo not drawn) | -0.3 | -1.8 | i | -1.0 | -3.6 | -4.2 | 3.5 | 0.5 | -4.0 | 6.4
Cc1cc(C)cc(-n2nnnc2-c2cn(C)nc2C(F)(F)F)c1 | -1.2 | 3.4 | i | 4.9 | 0.9 | -7.6 | 0.4 | -0.4 | -12.2 | -0.2
C=CCN1C(=O)C2C(C(=O)NCc3ccccc3)C3(C)C=CC2(O3)C1C(=O)NC(C)(C)C (stereo not drawn) | -0.4 | 1.2 | i | -2.2 | -2.6 | -6.4 | 1.7 | 0.7 | -2.2 | 0.5
N#CCCCCn1c(-c2cncs2)nc2ccccc21 | -0.7 | -18.3 | i | 4.0 | 9.8 | 2.0 | -3.8 | 2.2 | -0.4 | 2.3
Cc1noc(C)c1CSCC(=O)N(C)CC(=O)Nc1ccccc1Br | -0.1 | 15.8 | i | -14.4 | -0.6 | -0.5 | 1.3 | -0.5 | 3.4 | 0.1
C/C(=N\OCC(=O)Nn1c(=O)[nH]c2ccccc2c1=O)c1ccccc1 | -0.4 | 10.6 | i | -3.2 | 1.1 | -1.0 | -2.6 | -0.3 | -4.4 | 0.6
COc1ccc(CC(=O)NC(C)c2ccc3ccccc3c2)cc1 (stereo not drawn) | 2.1 | -14.7 | i | -1.7 | 2.1 | -11.0 | -0.9 | 0.2 | -5.1 | -1.1
O=C(CSc1nc2scc(-c3ccco3)c2c(=O)n1-c1ccccc1)N1CCOCC1 | -0.4 | 2.3 | i | -0.4 | 4.2 | -1.1 | 0.8 | 0.8 | 0.0 | -0.9
Cc1cc(C)n(-c2nc3ccccc3nc2N2CCC(C)CC2)n1 | -0.5 | 3.8 | i | -0.5 | 3.0 | -6.9 | -3.7 | 0.3 | -8.4 | -7.9
CCn1nc(C(=O)NNC(=O)C(Cc2ccccc2)NC(N)=O)c2ccccc2c1=O (stereo not drawn) | 0.2 | -5.7 | i | -2.9 | -1.3 | -2.3 | -1.2 | 1.5 | -3.8 | -0.7
COc1ccc(NC(=O)COC(=O)c2ccc(S(=O)(=O)N3CCCCC3)cc2)c(OC)c1 | -0.2 | -1.1 | i | 2.6 | -1.2 | -4.0 | -6.4 | 1.0 | · | -6.5
CCOC(=O)Cc1csc(/N=C/c2c(O)n(-c3ccccc3C(F)(F)F)c(=O)c3ccccc23)n1 | -1.1 | -57.8 | i | 6.9 | 0.8 | 3.7 | -9.3 | 3.1 | -8.7 | -11.1
